Assay outcomes from PubChem.
ALOX12 inhib: inhibitors of human 12-lipoxygenase (ALOX12); P18054; purified 12-hLO, xylenol orange hydroperoxide absorbance; Potency, µM (highest dose often 57.1 µM), for the others: at the top dose activity change, negative = inhibition, usual class: inhibitors; 0.12% of 150,000 active; AID 1452; further: potency means the concentration at half of the fitted maximal effect; nearly all actives have a fitted effect of over 55% in size; many of its hits are not listed in these tables
Target sequence (P18054 whole entry, looked up): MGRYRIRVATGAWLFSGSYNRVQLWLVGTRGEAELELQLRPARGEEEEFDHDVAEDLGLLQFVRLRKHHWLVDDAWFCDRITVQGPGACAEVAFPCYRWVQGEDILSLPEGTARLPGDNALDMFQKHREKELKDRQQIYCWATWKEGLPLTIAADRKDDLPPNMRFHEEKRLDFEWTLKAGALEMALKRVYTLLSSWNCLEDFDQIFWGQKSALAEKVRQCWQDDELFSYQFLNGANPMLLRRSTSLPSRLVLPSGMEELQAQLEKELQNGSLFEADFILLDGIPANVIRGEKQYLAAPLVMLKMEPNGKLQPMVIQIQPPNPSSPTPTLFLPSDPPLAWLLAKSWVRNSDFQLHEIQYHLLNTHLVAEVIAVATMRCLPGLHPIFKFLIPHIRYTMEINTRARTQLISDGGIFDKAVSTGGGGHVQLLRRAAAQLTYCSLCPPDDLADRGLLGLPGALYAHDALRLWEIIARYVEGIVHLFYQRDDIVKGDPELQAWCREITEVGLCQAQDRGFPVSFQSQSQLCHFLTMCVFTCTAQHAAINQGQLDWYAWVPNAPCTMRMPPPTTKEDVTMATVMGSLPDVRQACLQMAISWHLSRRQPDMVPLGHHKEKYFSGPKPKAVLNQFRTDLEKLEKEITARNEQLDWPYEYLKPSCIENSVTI
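150 nM 12hLO, 25 mM Hepes pH 7.0 + 0.01% Triton X-100; cpd preinc 15 min RT; 40 uM arachidonic acid, 30 min RT; Fe-XO 30 min; A573/A405 ratio as read-out.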
IMPase cell inh: IMPase inhibition in cells | P97697 | CHO-M1 cells, IP1 accumulation, HTRF TR-FRET ratio | inhibition (IP1 accumulation), % at 46.1 µM | 120,000 tested, under 10 active | AID 901; active means well fitted curve in the direction sought with a large enough effect in the signal ratio, not every such curve was filed as active; inconclusive means small, poorly fitted or top-dose-only effect, or a change in a side signal; inactive means no such curve, though single readings can be large or run the other way; the % refers to the signal ratio;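 further: cells stimulated with carbachol in lithium chloride buffer; plate controls were DMSO basal wells for no effect and reference inhibitor wells for full effect; higher means more IMPase inhibition seen as more IP1 and lower FRET ratio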
Target sequence (P97697 whole entry, looked up): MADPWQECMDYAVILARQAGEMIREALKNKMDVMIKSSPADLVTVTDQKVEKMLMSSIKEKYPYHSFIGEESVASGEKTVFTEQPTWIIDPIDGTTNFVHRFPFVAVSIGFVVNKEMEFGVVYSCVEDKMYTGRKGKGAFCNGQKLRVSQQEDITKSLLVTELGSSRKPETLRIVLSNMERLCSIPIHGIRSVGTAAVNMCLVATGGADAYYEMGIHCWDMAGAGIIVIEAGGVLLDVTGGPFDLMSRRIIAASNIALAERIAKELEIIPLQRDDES
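Carbachol-driven Gq signalling in CHO-M1 cells (2000/well) generates IP1. Compounds that block IMPase raise IP1 and so reduce the FRET signal from Eu-anti-IP1 and d2-IP1 after a 10 min room-temperature lysis.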
PNC assembly inh: inhibitors of perinucleolar compartment assembly; PC3M PTB-GFP, PNC prevalence imaging, 16 h; active compounds read low; activity change (PNC), negative = inhibition, % at 10 µM; 3.1% of 140,000 active;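 active means readout at or below -70, meaning at least 70% loss of cells showing the perinucleolar compartment, a nuclear body marking cancer cells; inconclusive means readout between -30 and a set limit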;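 further: plate controls were DMSO wells for no effect and camptothecin positive control wells for full effect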
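Read-out is percentage of cells bearing a perinucleolar compartment, from automated 20x imaging of fixed, Hoechst-stained PC3M PTB-GFP cells. Cells were seeded 4 h, then exposed 16 h to compound (23 nl of library stock) in duplicate plates.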
ALOX15B inhib: 15-hLO-2 (ALOX15B) enzyme inhibition; O15296; purified 15hLO-2, xylenol orange hydroperoxide absorbance; Potency, µM (titrated, usually from 57.1 µM), inactives show at the top dose activity change, negative = inhibition, hits mostly inhibitors; 0.56% of 110,000 active; AID 881; further: potency means the concentration at half of the fitted maximal effect; nearly all actives have a fitted effect of over 60% in size; many of its hits are not listed in these tables
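Screening format was qHTS against 50 nM purified 15hLO-2 in Hepes pH 7.5 with detergent. Activity follows hydroperoxide formation from 45 uM arachidonic acid, measured as 573:405 nm absorbance ratio of the ferric-xylenol orange complex.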
* marks the source's active call; other numbers are inactive results; ? = inconclusive; · = not tested or not shown; [ ] = another dose, or the depositor's remark. Unless noted, the call rests on the fitted dose curve; in most records, active means well fitted curve in the direction sought with a large enough effect; inconclusive means small, poorly fitted or top-dose-only effect, or another doubt; inactive means no such curve, though single readings can be large; an effect the other way counts as inactive or inconclusive. Unless noted, on the % scale 0 is the no-effect control and ±100 the full control effect.

SMILES	ALOX12 inhib	IMPase cell inh	PNC assembly inh	ALOX15B inhib
CC(C)CC(=O)NC(NCC1CCCO1)C(Cl)(Cl)Cl (stereo not given)	2%	-2[1.84 µM]	-2	3%[11.4 µM]
Cc1cc2c(cc1C)CSC(c1ccccc1OC(=O)C(C)C)SC2	-8%	?	9	-4%
NC(=O)c1ccc(C2SCC(=O)N2Cc2ccccc2)cc1 (stereo not given)	3%	3	94	-6%
COCCN1C(=O)C(CC(=O)Nc2ccccc2)SC1=Nc1ccc(OC)cc1 (stereo not given)	-5%	-2	2	2%
CCN(CC)c1ccc(NC(=O)c2ccccc2Br)cc1S(=O)(=O)Nc1ccccc1OC	3%	·	-13	·
CC1CCc2c(sc(NC(=O)CSc3ncnc4c3cnn4-c3ccccc3Cl)c2C#N)C1 (stereo not given)	0%	5	52	-3%
CCC(C)(C)NC(=O)C(c1cccn1C)N(Cc1ccc(OC)cc1)C(=O)Cn1nnc2ccccc21 (stereo not given)	12%	-5	343	·
Cc1ccc(C)c(N(C(=O)CCC(=O)Nc2cc(C)on2)C(C(=O)NC2CCCC2)c2ccco2)c1 (stereo not given)	-4%	3	-27	-9%
O=S(=O)(Nc1ccc2c(c1)nc1n2CCN(Cc2ccccc2)C1)c1ccc(F)cc1	-16%	-3	-22	-9%
CCSc1nnc(NC(=O)c2csc(C)c2)s1	-1%	-8	?	-1%
CCCOc1ccc(CSc2nnc(CCC)n2N)cc1	3%	6	23	8%
Cc1ccc(Nc2nc(Oc3ccc(OCc4ccccc4)nn3)nc(N3CCOCC3)n2)cc1	2%	1	-19	30%
Cc1ccc(CC(=O)Nc2ccc(F)c([N+](=O)[O-])c2)cc1	1%	·	35	·
CCC(C)(C)n1nnnc1C(c1ccccc1)N1CCc2ccccc2C1 (stereo not given)	0%	12	?	-8%
CCOC(=O)CNC(=O)CSc1nnc(C)c(=O)[nH]1	0%	·	13	·
C=CCn1c(CSc2nc3ccccc3s2)nnc1SCC(=O)OCC	4%	4	36	1%
Cc1cc(C)nc(NS(=O)(=O)c2ccc(NC(=S)NC(=O)C3CCCC3)cc2)n1	-9%	3	-6	-10%
C=CCN(CC=C)c1nc2ccccc2nc1C(C#N)C(=O)OCCOC (stereo not given)	-9%	5	?	3%
Clc1ccc(CSc2nnc([C@@H]3CCCN3)o2)cc1Cl	-2%	-12	25	1%
CS(=O)(=O)c1ccc2nc(NC(=O)Nc3ccc(Cl)cc3)sc2c1	2%	·	-4	·
COC(=O)C1=C(N)Oc2cc(C)n(CC3CCCO3)c(=O)c2C1c1ccc(Cl)cc1 (stereo not given)	-18%	10	-19	2%
COc1cccc(NC(=O)Cn2cnc3sc(C)c(S(=O)(=O)N4CCCCC4)c3c2=O)c1	4%	-5	?	-4%
CCOC(=O)c1c(C)[nH]c(C(=O)COC(=O)COc2ccccc2C=O)c1C	-1%	·	80	·
CCn1c(CNc2ccc(Cl)cc2)nnc1SCc1ccc(Cl)cc1	-6%	7	?	·
C#CCCCCCCCCCCCc1ccco1	-7%	·	·	2%
SMILES	ALOX12 inhib	IMPase cell inh	PNC assembly inh	ALOX15B inhib
C/C(=N\NC(=O)c1ccco1)c1cc2ccccc2o1	1%	·	-15	·
CC1CCN(C(=S)NC2CCCCC2)CC1	0%	-3[1.84 µM]	-23	7%[11.4 µM]
COC(=O)c1ccccc1N(C)C(=O)C12CCC(C)(C(=O)O1)C2(C)C (stereo not given)	-2%	7	?	0%
COc1cccc2cc(C(=O)N3CCC(C)CC3)c(=O)oc12	-1%	-1	26	-7%
COC(=O)c1ccsc1NC(=O)CN1CCN(c2ccc(F)cc2)CC1	-5%	22	?	5%
O=C(Nc1c(C(=O)N2CCOCC2)cnn1-c1ccccc1Cl)c1ccco1	2%	0	59	4%
CCCc1cc(=O)oc2cc(OCC(=O)NCc3cccs3)ccc12	1%	·	26	·
Cc1ccc(Cn2nnc(C(=O)Nc3cc(C)ccc3C)c2N)cc1	4%	14	37	·
CC(C)NC(=O)c1ccc(-c2cc(C(F)(F)F)ccc2Cl)o1	0%	-5	-15	-3%
O=C(Nc1ccc2c(c1)OCO2)c1ccc(Br)o1	5%	0	-26	-2%
COc1ccc(N=C2C(=Nc3ccc(OC)cc3)N(c3ccc(OC)cc3)C(=S)N2C)cc1	-1%	8	5	7%
COc1ccc2c(c1)c(C(=O)CN1CCOCC1)c(C)n2C	-1%	-6	19	1%
COc1cccc(CC(NC(C)=O)C(=O)NC2CCN(c3nc(C)cc(C)c3C#N)CC2)c1 (stereo not given)	2%	-1	8	1%
Cc1cc(=O)oc(C)c1C(=O)OCC(=O)c1ccc2ccccc2c1	-5%	0	-15	-5%
CC(=O)N1C(=O)C2(C(C#N)=C(N)Oc3cc(C)oc(=O)c32)c2ccccc21 (stereo not given)	-3%	15	-115*	0%
COc1ccc(OC)c(C2C(C(C)=O)=C(O)C(=O)N2CCc2ccc(OC)c(OC)c2)c1 (stereo not given)	4%	-10	363	·
COC(=O)CSc1nnc2n(-c3ccc(OC)cc3)c(=O)c3c4c(sc3n12)CCCCC4	-4%	-5	-15	-12%
C=CCn1c(N)cc(=O)nc1SCC(=O)NC(C)c1ccccc1 (stereo not given)	-1%	-5[1.84 µM]	-22	-3%[11.4 µM]
Cn1cc(Br)c(C(=O)NC(=S)N2CCN(c3ccccn3)CC2)n1	-4%	·	-86*	·
CC(C)(C)c1ccc(C(=O)N2CCC(C(=O)NCc3ccco3)CC2)cc1	-2%	·	-10	·
O=C(CN1CCCCCC1=O)OCc1ncc(-c2ccccc2)o1	-4%	-1	-20	8%
COC(=O)/C(=N/Nc1ccc(C)cc1)N1CCCc2ccccc21	-3%	-1	-19	·
CC(=O)Oc1ccc(-c2cccc(C(=O)Oc3ccccc3)c2)cc1	2%	5	61	-2%
Cc1ccc(S(=O)(=O)NCCNC(=O)c2nonc2N)cc1	2%	·	45	·
CCOC(=O)c1c(C)[nH]c(C(=O)COC(=O)c2oc3ccc(OC)cc3c2C)c1C	1%	3	-1	-9%
SMILES	ALOX12 inhib	IMPase cell inh	PNC assembly inh	ALOX15B inhib
Cc1nnc2n(c1=O)C(CS(=O)(=O)c1ccccc1)CS2 (stereo not given)	-3%	1	-28	1%
COC(=O)c1ccc(Oc2nc(Nc3ccccc3)nc(N(C)C)n2)cc1	-13%	15	?	1%
CCN(CC)S(=O)(=O)c1ccc(C(=O)Nc2c3c(nn2C(C)(C)C)CS(=O)(=O)C3)cc1	14%	3	?	2%
Nc1ncnc2c1ncn2[C@H]1O[C@@H](C(=O)O)[C@@H](O)[C@H]1O	-2%[11.4 µM]	·	·	-5%[11.4 µM]
Cc1ccc(C(=O)CNc2ccc(C)c(Cl)c2)cc1	5%	·	40	·
COc1ccc(/C(C)=N/OCC(=O)Nc2nc3ccccc3s2)cc1OC	-4%	·	50	·
CCOc1ccc(N2C(=O)NC(Cc3c[nH]c4ccccc34)C2=O)cc1 (stereo not given)	-4%	5	?	-6%
CCCc1nn2c(=O)c(C(c3cccc(Cl)c3)c3c(O)nc4sc(CCC)nn4c3=O)c(O)nc2s1	-1%	4	49	-4%
Cc1ccc2nc(CCc3nc4ccc(C)cc4o3)oc2c1	0%	9	1	-8%
COc1ccc(NC(=O)CSc2nnc(Cc3cccn3C)n2-c2ccc(F)cc2)cc1OC	-7%	1	-10	-8%
O=C(O)C1C2CCC(C2)C1C(=O)Nc1cc(F)ccc1F (stereo not given)	0%	-12	?	3%
COc1ccc(-n2c(=O)cc(N3CCOCC3)[nH]c2=O)cc1	-3%	?	8	7%
CCc1ccc(/C=N/n2c(C)cc(C)c(C#N)c2=O)cc1	-1%	·	-8	·
CC1=C(C(=O)OC2CCCCCCC2)C(c2cc3c(cc2Br)OCO3)CC(=O)N1 (stereo not given)	-4%	-5	4	-5%
O=C(O)CSC(=S)N1CCCCC1	6%	·	?	·
Cn1c(=O)[nH]c(Nc2ccc(F)cc2)c([N+](=O)[O-])c1=O	1%	·	-109*	·
COc1cccc(OC)c1OCCCOc1ccc([N+](=O)[O-])cc1Cl	-2%	·	-16	·
COc1ccccc1OCCCn1c(=O)oc2ccc(C)cc21	-2%	5	1	7%
Clc1ccc(CC[C@H](Cn2ccnc2)Sc2c(Cl)cccc2Cl)cc1	-5%[25.6 µM]	-4[20.6 µM]	·	1%[25.6 µM]
COc1cc(NC(=O)CN(C)Cc2ccc(OC(F)F)cc2)c(C)cc1[N+](=O)[O-]	-3%	-6	?	·
O=C(C(=O)N1CCc2ccccc2C1)c1cn(CC(=O)N2CCCCC2)c2ccccc12	-7%	9	-12	·
CC(=O)N1CCN(S(=O)(=O)c2ccc(S(=O)(=O)NCC(C)C)cc2)CC1	1%	-8	?	0%
COc1ccc(N(C)C(=O)Nc2ccc3c(c2)nnn3C)cc1	0%	2	26	2%
Cc1nc(=O)c(-c2ccccc2)c(C)n1-c1cccc(C(=O)O)c1	-8%	3	-101*	1%
CN1CCN(c2ccc(S(=O)(=O)Nc3ccccc3)cc2[N+](=O)[O-])CC1	2%	9	52	·
SMILES	ALOX12 inhib	IMPase cell inh	PNC assembly inh	ALOX15B inhib
CCC(CC)c1nnc(NC(=O)c2ccc3ccccc3n2)s1	-3%	1	10	10%
CCN(CC)C(=O)C(C)N(C#N)c1nc(SC)nc(N(C)C)n1 (stereo not given)	0%	-1	-17	-5%
CCCC(C)CO (stereo not given)	0%	·	·	-8%
COCCNC(=O)C1CC(c2cccc([N+](=O)[O-])c2)=NO1 (stereo not given)	-1%	-6	-20	10%
O=C(c1ccc(S(=O)(=O)N2CCCC2)cc1)N1CCN(Cc2ccc3c(c2)OCO3)CC1	0%	11	?	2%
COC(=O)c1cc(-c2ccccc2)sc1NC(=O)CN1C(=O)c2ccccc2C1=O	-3%	4	83	0%
Cc1ccc(Oc2ncc(-c3ccc(Cl)cc3)cn2)cc1	10%	-3	-28	14%
CO[C@H]1OC[C@@]2(C)[C@@H]3C4=C(CN2C(=O)OC(C)(C)C)[C@H](C)[C@H](CO)[C@H](CO)[C@H]4CC[C@H]13	-5%	·	·	-5%
Cn1cnc([N+](=O)[O-])c1Sc1nnc(-c2cccnc2)n1C	0%[11.4 µM]	·	·	-7%[11.4 µM]
Cc1ccccc1-c1nnc2c3ccccc3c(C)nn12	-8%	10	59	·
COc1ccc(/C=N/Nc2ncc(-c3ccccc3)cn2)c(OC)c1	-2%	2	-3	·
O=C(Cc1ccccc1)Nc1ccc(N2CCOCC2)cc1N1CCOCC1	0%	2	?	-3%
C=CCNS(=O)(=O)c1nc(C)c(Cl)c(C)c1C#N	2%	-14	-85*	4%
Cc1cc(C)n2c3c(c(C#N)c2n1)CCCC3	2%	-20	26	-11%
O=[N+]([O-])c1ccc(/C=N/Nc2nc(N3CCCC3)nc(N3CCCC3)n2)o1	-16%	1	?	-6%
O=C(c1ccccc1)c1cc([N+](=O)[O-])ccc1N1CCOCC1	-3%	-7	-112*	·
CC(=O)c1nn(-c2cccc(Br)c2)cc1C(=O)c1ccc2ccccc2c1	-1%	-2	-2	-8%
C=CCn1c(=O)c2ccccc2n2c(SCC(=O)Nc3cc(C)on3)nnc12	4%	-8	0	-6%
COc1cccc(-c2nc(-c3ccc(NC(=O)c4cccnc4)cc3)no2)c1	-1%	5	-7	-12%
COc1cccc(-n2nnnc2SCC(=O)NCc2ccc3c(c2)OCO3)c1	-7%	-2	?	-7%

Already shown: 4 of the compounds above.
SMILES	ALOX12 inhib	IMPase cell inh	PNC assembly inh	ALOX15B inhib
COc1cccc(NC(=O)Cn2cnc3sc(C)c(S(=O)(=O)N4CCCCC4)c3c2=O)c1	4%	-5	?	-4%
CCOC(=O)c1c(C)[nH]c(C(=O)COC(=O)COc2ccccc2C=O)c1C	-1%	·	80	·
CCn1c(CNc2ccc(Cl)cc2)nnc1SCc1ccc(Cl)cc1	-6%	7	?	·
C#CCCCCCCCCCCCc1ccco1	-7%	·	·	2%

These rows are one share of the data. The share of hits here may be higher or lower than overall.
